# Screens as filed in PubChem BioAssay.
# Ba/F3 V617F tox: lowers viability of Ba/F3 cells expressing EpoR and JAK2V617F. inhibition, % at 5.6 µM. actives 1.1% (n = 220,000). ATP luminescence;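 active = inhibition above the campaign mean plus 3 SD over all tested compounds, cut at about 24% in these data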;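 note: cytokine-independent growth of Ba/F3 cells driven by EpoR plus mutant JAK2; 0% = DMSO-treated cells and 100% = JAK inhibitor I control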
# Tb hexokinase: T. brucei hexokinase 1 inhibition | recombinant TbHK1, G6PDH-coupled NADH A340 | inhibition, % at 10 µM | actives 0.11% (n = 220,000) | AID 1430;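 active = inhibition of 50% or more in the single-dose primary screen; inactive = inhibition below 50%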
# EP2 antag: EP2 receptor (human) inhibition; inhibition, % at 25 µM; P43116; C6 glioma cells expressing human EP2, cAMP TR-FRET; cells stimulated with saturating PGE2; actives 0.52% (n = 260,000);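 active = percent inhibition above 40 after rounding to a whole number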;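 note: rat C6 glioma host cells with rolipram phosphodiesterase inhibitor present; the protocol text gives 20 µM as final concentration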
# Target sequence (P43116 whole entry, looked up): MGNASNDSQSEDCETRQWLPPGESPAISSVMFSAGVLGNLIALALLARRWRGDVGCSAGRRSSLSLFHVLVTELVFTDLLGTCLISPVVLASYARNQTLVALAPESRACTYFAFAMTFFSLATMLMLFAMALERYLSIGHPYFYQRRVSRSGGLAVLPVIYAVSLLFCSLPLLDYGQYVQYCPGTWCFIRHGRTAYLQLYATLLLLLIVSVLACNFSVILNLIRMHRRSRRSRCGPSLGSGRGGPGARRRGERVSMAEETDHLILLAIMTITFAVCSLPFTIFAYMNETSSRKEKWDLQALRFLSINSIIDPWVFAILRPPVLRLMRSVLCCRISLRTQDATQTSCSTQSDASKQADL
# Furin inhibitor: blocks human furin protease activity. P09958. purified furin, fluorogenic substrate cleavage. inhibition, % at 30 µM. actives 0.061% (n = 220,000). AID 463115; in the data active = inhibition above about 25%; note: inactives centre near -15
# Target sequence (P09958 108-714 limits assumed): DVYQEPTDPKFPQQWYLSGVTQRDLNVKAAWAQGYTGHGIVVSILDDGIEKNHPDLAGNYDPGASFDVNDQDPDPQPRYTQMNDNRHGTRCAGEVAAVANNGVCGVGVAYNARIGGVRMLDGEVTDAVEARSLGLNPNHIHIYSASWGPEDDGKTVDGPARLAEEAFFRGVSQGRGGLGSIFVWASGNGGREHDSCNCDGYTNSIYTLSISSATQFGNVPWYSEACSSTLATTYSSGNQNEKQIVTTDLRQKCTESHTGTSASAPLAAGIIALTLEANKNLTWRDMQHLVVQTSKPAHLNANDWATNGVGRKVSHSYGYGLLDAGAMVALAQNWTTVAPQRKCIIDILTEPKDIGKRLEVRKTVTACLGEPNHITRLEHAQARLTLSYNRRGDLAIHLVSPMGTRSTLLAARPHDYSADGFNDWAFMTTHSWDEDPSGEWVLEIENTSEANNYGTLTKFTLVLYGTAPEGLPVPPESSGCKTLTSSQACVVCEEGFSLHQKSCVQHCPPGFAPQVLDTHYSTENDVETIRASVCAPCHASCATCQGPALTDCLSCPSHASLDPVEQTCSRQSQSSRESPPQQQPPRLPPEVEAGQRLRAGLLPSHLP
# p47phox inh: p47phox (human) inhibition; P14598; p47phox/p22phox peptide binding, fluorescence polarization, 2 h; inhibition, % at 24.7 µM; actives 0.53% (n = 220,000); AID 1274;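 active = inhibition above about 30%, limit read from the data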;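 note: 0% = p47phox with labelled peptide and 100% = labelled peptide alone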
# RBBP9 inh: inhibitors of human serine hydrolase RBBP9; O75884; recombinant RBBP9, FP-Rh probe fluorescence polarization; inhibition, % at 7.94 µM; actives 0.2% (n = 220,000); AID 1515;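 active = inhibition above the campaign mean of all tested compounds plus 3 SD, cut at about 14% in these data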;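 note: plate controls were DMSO wells with RBBP9 for no effect and wells lacking RBBP9 protein for full effect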
#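 Test system: recombinant human RBBP9; Timing: 30 min then 45 min, 25 °C; Detection: fluorescence polarization; Control set: RBBP9 with DMSO as uninhibited control, no-protein wells as full inhibition; Compound dosing: one concentration, 7.94 µM nominal, 0.794% DMSO; Probe or stimulus: FP-Rh activity-based probe, 375 nM before mixing.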
# BaF3 tox: parental Ba/F3 viability inhibition as JAK2V617F counter-screen. CellTiter-Glo ATP luminescence. AID 1486. actives 1.1% (n = 220,000). inhibition, % at 5.6 µM;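 active = inhibition above a per-campaign cutoff, the mean inhibition of all tested compounds plus 3 SD, cut at about 27% in these data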;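 note: 0% = DMSO wells and 100% = JAK Inhibitor I control wells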
# PPC-1+TRAIL kill: compounds killing PPC-1 cancer cells with TRAIL present (potentiator screen, no TRAIL-free arm). cell killing (% activity), % at 4 µM. PPC-1 cells + TRAIL, ATPLite viability luminescence. actives 0.41% (n = 220,000);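 active = cell killing above 50% in the first pass at 4 µM, then a duplicate retest at 5 µM averaging 50% or more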;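 note: plate controls were cells with TRAIL plus DMSO for no effect and medium-only wells lacking cells for full effect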
# p97 inhibitor: blocks human p97 ATPase activity; P55072; recombinant p97 ATPase, Kinase-Glo ATP luminescence, 3 h; inhibition, % at 8 µM; actives 0.42% (n = 220,000); AID 1481; in the data active = inhibition above about 15%;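 note: 0% = DMSO vehicle and 100% = wells lacking enzyme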
# Active calls of the source: *; . = no result given; [ ] = another dose, or the depositor's remark.
1	COC(=O)C1=C(C)N(c2ccccc2)/C(=C/c2ccco2)C1=O
2	CC(Oc1ccc(Cl)cc1Cl)C(=O)NCc1ccncc1 (stereo unspecified)
3	Cc1ccc(NC(=O)CCC(=O)NNC(=O)c2cccs2)cc1C
4	CCCCCCn1nc(C(=O)Nc2nc3c(s2)CCCC3)c2ccccc2c1=O
5	CSCC(O)Cn1[nH]c(=O)c2cc(Cl)c(Cl)cc2c1=O (stereo unspecified)
assay / compound	1	2	3	4	5
Ba/F3 V617F tox	-5	-4	-1	8	1
Tb hexokinase	-43	4	-4	3	-30
EP2 antag	5	4	7	7	38
Furin inhibitor	-7	-20	-16[20 µM]	-5	-8
p47phox inh	-16	-1	-5	3	-19
RBBP9 inh	-9	-4	-8	-2	1
BaF3 tox	3	-4	5	7	-5
PPC-1+TRAIL kill	5	-7	-2	6	9
p97 inhibitor	5	1	2	-12	5

6	O=C(Nc1cccc(Cl)c1Cl)C1CC(=O)N(c2ccc(Br)cc2)C1 (stereo unspecified)
7	O=C(COc1ccc(Cl)cc1)N1CCN(C(=O)c2cccs2)CC1
8	O=C(NCc1n[nH]c(=S)n1-c1ccc(F)cc1)c1ccc(S(=O)(=O)N2CCOCC2)cc1
9	CCOC(=O)C1=C(c2ccccc2)N=C2SCC(=O)N2C1c1ccc2c(c1)OCO2 (stereo unspecified)
10	COC(=O)C(CC(=O)c1ccc(Cl)cc1)c1ccc(C)cc1 (stereo unspecified)
assay / compound	6	7	8	9	10
Ba/F3 V617F tox	6	2	1	1	2
Tb hexokinase	7	-6	-4	-3	0
EP2 antag	0	7	3	8	13
Furin inhibitor	-9[20 µM]	-23	-23	-24	-11[20 µM]
p47phox inh	-21	1	-11	-6	-6
RBBP9 inh	3	0	3	-8	-3
BaF3 tox	5	8	3	3	11
PPC-1+TRAIL kill	10	14	-4	6	-7
p97 inhibitor	-3	-2	7	6	-6

11	Cc1cc(Oc2ccc(=O)n(C)n2)nc(SCc2ccccc2)n1
12	CCC(C)NS(=O)(=O)c1ccc(NS(=O)(=O)c2ccccc2[N+](=O)[O-])cc1 (stereo unspecified)
13	COc1ccc(NS(=O)(=O)c2cccc(-c3nnc4n3CCCCC4)c2)cc1
14	COc1ccc(-c2cc(=O)oc3cc(OC(=O)C4CCCCC4)c(Cl)cc23)cc1
15	CCC(C)(C)NC(=O)CN(C(=O)CNS(=O)(=O)c1ccc(C)cc1)c1ccc2c(c1)OCCO2
assay / compound	11	12	13	14	15
Ba/F3 V617F tox	1	-2	-2	-5	1
Tb hexokinase	0	-2	-4	34	4
EP2 antag	7	1	14	3	5
Furin inhibitor	-12	-25	-27	-19	-17
p47phox inh	-6	-1	-4	-34	-3
RBBP9 inh	-6	5	-6	1	1
BaF3 tox	4	4	2	3	0
PPC-1+TRAIL kill	5	2	5	13	4
p97 inhibitor	2	9	2	7	-1

# Overlap with the part before: 2 entries; new compounds follow.
14	COc1ccc(-c2cc(=O)oc3cc(OC(=O)C4CCCCC4)c(Cl)cc23)cc1
15	CCC(C)(C)NC(=O)CN(C(=O)CNS(=O)(=O)c1ccc(C)cc1)c1ccc2c(c1)OCCO2
16	CCOC(=O)N1CCN(C(=O)C(CC(C)C)NC(=O)C2CCCCC2)CC1 (stereo unspecified)
17	COc1cccc(NC(=O)CN(C)C(=O)c2ccc3ccccc3c2)c1
18	O=S(=O)(Nc1cc(C(F)(F)F)ccc1N1CCOCC1)c1ccccc1
19	OCCOCCN1CCN(C(=S)Nc2ccccc2)CC1
20	CCC/C(=N\NC(=O)c1ccc(CSc2nncn2C)cc1)c1ccccc1
assay / compound	14	15	16	17	18	19	20
Ba/F3 V617F tox	-5	1	-4	-2	-1	-3	-2
Tb hexokinase	34	4	3	0	-12	2	36
EP2 antag	3	5	4	4	7	6	8
Furin inhibitor	-19	-17	-21	-20[20 µM]	-1	-21	-4
p47phox inh	-34	-3	-12	-8	-18	2	0
RBBP9 inh	1	1	-1	-9	-4	-6	-4
BaF3 tox	3	0	3	6	1	2	6
PPC-1+TRAIL kill	13	4	2	2	22	2	27
p97 inhibitor	7	-1	6	0	-3	5	3

21	COc1cc2c(cc1NCc1ccc3c(c1)OCO3)oc1ccccc12
22	CCOc1ccccc1Nc1nc(-c2sc(NC(=O)c3ccc([N+](=O)[O-])cc3)nc2C)cs1
23	CCN(CC)S(=O)(=O)c1ccc(OC)c(NC(=O)c2ccc([N+](=O)[O-])cc2)c1
24	COc1ccc(OCCSc2nc3ccccc3n2CC(=O)O)cc1
25	COCCN(CC(=O)Nc1ccc(F)cc1)S(=O)(=O)c1ccc(S(=O)(=O)N2CCCC2)cc1
assay / compound	21	22	23	24	25
Ba/F3 V617F tox	-1	1	-1	-1	-2
Tb hexokinase	-11	-9	6	0	4
EP2 antag	18	3	11	13	12
Furin inhibitor	-17[20 µM]	-13[20 µM]	-28	-20[20 µM]	-4
p47phox inh	5	-5	-5	-9	-10
RBBP9 inh	0	-4	-5	-4	-3
BaF3 tox	2	5	9	5	-1
PPC-1+TRAIL kill	11	17	21	7	-1
p97 inhibitor	0	-2	-1	2	9

26	COc1ccc(CNc2ncnc3cc(OC)c(OC)cc23)cc1OC
27	c1coc(-c2nnc3sc(-c4cccs4)nn23)c1
28	O=C(Nc1ccccc1)N(C1=NCCC1)c1ccccc1
29	CCOCCCNC(=O)C1CCN(S(=O)(=O)N2CCCC2)CC1
30	COc1ccc(CNCC(=O)Nc2sccc2C#N)cc1
assay / compound	26	27	28	29	30
Ba/F3 V617F tox	5	-4	0	3	2
Tb hexokinase	-4	-8	6	1	1
EP2 antag	4	13	9	1	7
Furin inhibitor	-5	-4	-18	-38	-18
p47phox inh	10	4	-8	-6	-1
RBBP9 inh	2	2	-10	0	-12
BaF3 tox	10	-1	1	5	-1
PPC-1+TRAIL kill	16	18	10	5	8
p97 inhibitor	-1	2	-1	3	0

31	Cc1ccc(C(=O)CC(=O)c2ccc(C(C)(C)C)cc2)cc1
32	C/C(Cl)=C/Cn1c(SCCN2CCOCC2)nc2c1c(=O)[nH]c(=O)n2C
33	COC(=O)c1c(C)oc(C)c1S(=O)(=O)Nc1ccccc1
34	Cc1cccc(NC(=O)NNC(=O)c2nn(C)cc2Br)c1
35	Cc1ccc(NC(=O)CC2S/C(=N/c3nccs3)N(C)C2=O)c(C)c1 (stereo unspecified)
assay / compound	31	32	33	34	35
Ba/F3 V617F tox	0	4	0	2	3
Tb hexokinase	-15	43	-7	-4	-8
EP2 antag	13	8	16	6	14
Furin inhibitor	-16	-7	-20	-19	-17[20 µM]
p47phox inh	-11	-6	-12	-1	-44
RBBP9 inh	-3	-7	4	0	-2
BaF3 tox	5	4	-1	8	-12
PPC-1+TRAIL kill	-4	2	-10	34	-14
p97 inhibitor	0	-5	1	0	8

36	Cc1sc(NC(=O)C2CCCCC2)c(C#N)c1-c1ccccc1
37	Cc1nn(CC(=O)OC(C)C(=O)Nc2ccccc2[N+](=O)[O-])c(C)c1[N+](=O)[O-] (stereo unspecified)
38	O=C(NCc1cccs1)C(=O)NCC(c1ccco1)N1CCN(c2ccccc2)CC1 (stereo unspecified)
39	COc1ccc(Cl)cc1NC(=O)CN(C(=O)c1ccco1)C1CCCCC1
40	CCN(Cc1ccccc1)S(=O)(=O)c1cc(C(=O)NCC2CCCCC2)ccc1OC
assay / compound	36	37	38	39	40
Ba/F3 V617F tox	4	0	-4	1	3
Tb hexokinase	2	-4	-2	0	0
EP2 antag	.	8	6	5	8
Furin inhibitor	-12[20 µM]	-2	-22	-27	-18
p47phox inh	-48	-6	-15	1	-28
RBBP9 inh	-3	-2	5	-7	-9
BaF3 tox	10	8	3	1	3
PPC-1+TRAIL kill	-4	7	4	-6	3
p97 inhibitor	-4	5	0	1	-1

41	CCc1ccc(C2C(C#N)=C(N)OC3=C2C(=O)CCC3)s1 (stereo unspecified)
42	CCN(CC)CCN(Cc1cc2ccc(C)cc2[nH]c1=O)C(=O)NC1CCCCC1
43	NC(=O)C1Cc2ccccc2CN1S(=O)(=O)c1cccs1 (stereo unspecified)
44	COc1ccc(-n2nnc3c(SCC(=O)Nc4ccc5c(c4)OCCO5)ncnc32)cc1
45	O=C1CCN(S(=O)(=O)c2ccccc2)CCN1CCOCc1ccccc1
assay / compound	41	42	43	44	45
Ba/F3 V617F tox	5	1	0	1	.
Tb hexokinase	10	-9	-2	-11	-1
EP2 antag	2	10	6	.	-4
Furin inhibitor	-5	-22	-37	-14	1
p47phox inh	-9	-26	-8	-5	-7
RBBP9 inh	0	-7	-5	-8	.
BaF3 tox	10	10	7	4	.
PPC-1+TRAIL kill	-1	16	7	16	7
p97 inhibitor	-1	-2	3	4	.

46	CCCc1cc(C(=O)Nc2cc(Br)ccc2O)no1
47	Cc1cccn2c(CN(C)CC3CCCCO3)c(C(=O)N3CCCCC3)nc12 (stereo unspecified)
48	COCCCn1c(SCC(=O)NC(C)(C)C)nnc1-c1ccccc1
49	O=C(CSc1nnc(Nc2ccccc2)s1)Nc1ccc(S(=O)(=O)N2CCOCC2)cc1
50	O=C(O)CC(c1cccc(Cl)c1)n1cccc1 (stereo unspecified)
assay / compound	46	47	48	49	50
Ba/F3 V617F tox	1	4	2	-2	-5
Tb hexokinase	1	-7	4	-3	2
EP2 antag	12	7	.	14	16
Furin inhibitor	-27	-5	-18	-17[20 µM]	-13[20 µM]
p47phox inh	-48	-4	14	-28	-8
RBBP9 inh	-7	-2	1	0	-2
BaF3 tox	13	11	3	4	4
PPC-1+TRAIL kill	-2	18	-5	15	-1
p97 inhibitor	4	0	-5	3	5

# Whole records as entered above. Values in the order: Ba/F3 V617F tox | Tb hexokinase | EP2 antag | Furin inhibitor | p47phox inh | RBBP9 inh | BaF3 tox | PPC-1+TRAIL kill | p97 inhibitor
# Shown for COC(=O)C(CC(=O)c1ccc(Cl)cc1)c1ccc(C)cc1 (stereo unspecified) = 2 | 0 | 13 | -11[20 µM] | -6 | -3 | 11 | -7 | -6
# Shown for COc1ccc(-c2cc(=O)oc3cc(OC(=O)C4CCCCC4)c(Cl)cc23)cc1 = -5 | 34 | 3 | -19 | -34 | 1 | 3 | 13 | 7

# Arranged by the number under p97 inhibitor (rising): three of the compounds above
No. | compound | p97 inhibitor
48 | COCCCn1c(SCC(=O)NC(C)(C)C)nnc1-c1ccccc1 | -5
47 | Cc1cccn2c(CN(C)CC3CCCCO3)c(C(=O)N3CCCCC3)nc12 (stereo unspecified) | 0
50 | O=C(O)CC(c1cccc(Cl)c1)n1cccc1 (stereo unspecified) | 5

# Other compounds follow:
51	O=C(NC1(C(F)(F)F)C(=O)Nc2c1c(=O)[nH]c(=O)n2Cc1ccco1)C1CCCCC1 (stereo unspecified)
52	CN(C)c1ccc(C(O)P(=O)(OCc2ccccc2)c2ccc(N(C)C)cc2)cc1 (stereo unspecified)
53	COc1cc(/C=N/NC(=O)c2cc(-c3ccccc3)sc2N)cc(OC)c1OC
54	COc1cc(NC(=O)c2ccc(-c3ccc(Br)cc3)o2)ccc1NC(=O)C(C)C
55	CCN(CC)S(=O)(=O)c1ccc2oc(C(=O)N3CCc4ccccc4C3)c(C)c2c1
56	CC1CCCC(C)N1C(=O)COc1ccc(C(=O)Nc2ccccc2N2CCOCC2)cc1 (stereo unspecified)
57	O=C(COc1ccccc1C(=O)Nc1ccccc1)c1ccc(Br)cc1
assay / compound	51	52	53	54	55	56	57
Ba/F3 V617F tox	-3	-4	1	-1	0	2	-3
Tb hexokinase	-7	-6	-35	-21	24	-5	-5
EP2 antag	15	11	10	24	6	1	11
Furin inhibitor	-15[20 µM]	-16	-2	-11[20 µM]	-11	-16	-13
p47phox inh	-4	-18	-18	-12	-15	-2	-3
RBBP9 inh	-4	2	3	-3	-4	-4	3
BaF3 tox	0	2	-4	4	5	5	0
PPC-1+TRAIL kill	17	-11	8	5	16	16	6
p97 inhibitor	6	5	7	1	-1	-1	1

# The list is partial; rates above refer to the full screens.
